Source: PubChem BioAssay (several laboratories)
AGP1-GFP MLPCN – yeast TOR pathway AGP1-GFP modulation; GFP response vs DMSO, % at 10 µM; AID 2066; S. cerevisiae AGP1-GFP multiplex flow cytometry, 3 h; GFP as percent of DMSO wells; 0.02% of 320,000 active;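 active = GFP response relative to DMSO above a set limit, near screen average plus 3 SD, cut at about 150% in these data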;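 also: median GFP channel fluorescence of the gated AGP1 strain per well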
GRK2 inh – blocks RNA aptamer binding to human GRK2. P25098. bead flow cytometry, FAM-aptamer displacement from GRK2. inhibition of aptamer binding, % at 10 µM. 0.59% of 330,000 active;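 active = inhibition of aptamer binding above 40%, roughly 3 SD of noise, on plates passing a quality check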;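 also: median bead fluorescence of bound FAM aptamer so fluorescent compounds give negative values; no value below 0 was filed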
Target sequence (P25098 whole entry, looked up): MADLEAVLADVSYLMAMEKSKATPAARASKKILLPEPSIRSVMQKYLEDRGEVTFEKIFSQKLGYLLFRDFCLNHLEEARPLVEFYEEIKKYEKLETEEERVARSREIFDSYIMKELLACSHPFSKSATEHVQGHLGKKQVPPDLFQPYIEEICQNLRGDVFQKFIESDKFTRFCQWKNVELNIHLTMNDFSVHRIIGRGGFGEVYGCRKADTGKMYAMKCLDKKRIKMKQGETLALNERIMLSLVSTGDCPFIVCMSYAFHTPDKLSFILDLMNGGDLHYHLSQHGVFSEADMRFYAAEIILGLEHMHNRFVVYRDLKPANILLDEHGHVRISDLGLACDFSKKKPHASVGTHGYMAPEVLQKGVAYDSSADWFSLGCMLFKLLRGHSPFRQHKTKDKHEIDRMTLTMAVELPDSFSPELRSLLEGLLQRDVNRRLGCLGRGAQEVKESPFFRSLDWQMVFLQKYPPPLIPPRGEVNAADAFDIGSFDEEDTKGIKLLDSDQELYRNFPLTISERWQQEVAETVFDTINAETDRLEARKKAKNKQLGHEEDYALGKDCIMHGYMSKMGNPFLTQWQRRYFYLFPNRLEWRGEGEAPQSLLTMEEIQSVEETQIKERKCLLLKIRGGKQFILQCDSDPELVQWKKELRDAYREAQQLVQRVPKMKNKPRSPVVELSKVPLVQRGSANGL
VLA-4 inh – inhibition in a human VLA-4 binding assay; P13612; VLA-4 expressing cells, ligand binding flow cytometry; inhibition, % (about 7 µM as worked out from the volumes in the protocol); 0.2% of 330,000 active; AID 2557; in the data active = inhibition above about 50%
MEX-5 binding – C. elegans MEX-5 TCR-2 RNA binding activity; Q9XUB2; MEX-5/FITC-TCR2 RNA binding, fluorescence polarization; stronger effect = lower value; activity score (negative = inhibition of binding), % at 10 µM; 0.38% of 300,000 active;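 active = inhibition past about -25% in most replicates, and total fluorescence under double the plate's negative control median, limit read from the data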;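 also: 0% = DMSO and -100% = 5 µM competing unlabeled TCR2 RNA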
GLD-1 TGE inh – GLD-1-TGE RNA interaction inhibition (C. elegans); Q17339; purified GLD-1 + fluorescein TGE RNA, fluorescence polarization; inhibition, % at 5.96 µM; 0.44% of 320,000 active; AID 2280;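 active = percent inhibition above a per-plate cutoff, the plate mean of test compounds plus 3 SD, cut at about 30% in these data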;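 also: 0% = DMSO wells with GLD-1 and probe and 100% = wells lacking GLD-1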
CIT2 TOR yeast – modulators of TOR pathway CIT2-GFP in S. cerevisiae; AID 2029; S. cerevisiae CIT2-GFP strain, flow cytometry, 3 h; 100 means same as DMSO wells; 0.065% of 320,000 active; GFP response vs DMSO, % at 10 µM;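 active = GFP response relative to DMSO above a set limit, near the screen mean plus 3 SD, cut at about 150% in these data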;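 also: ratio of well median GFP fluorescence to mean of DMSO wells on the plate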
MCL1-BIM inh – inhibitors of human MCL1 binding to BIM-BH3 peptide. 0.68% of 320,000 active. GST-MCL1 / FITC-Bim-BH3 fluorescence polarization. Q07820. AID 2057. inhibition, % at 10.9 µM;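 active = inhibition above the mean inhibition of all tested compounds plus 3 SD, set per campaign, cut at about 40% in these data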;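 also: 0% = DMSO wells and 100% = unlabeled Bim-BH3 peptide control; higher means more loss of mP so more displacement of Bim peptide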
Target sequence (Q07820 whole entry, looked up): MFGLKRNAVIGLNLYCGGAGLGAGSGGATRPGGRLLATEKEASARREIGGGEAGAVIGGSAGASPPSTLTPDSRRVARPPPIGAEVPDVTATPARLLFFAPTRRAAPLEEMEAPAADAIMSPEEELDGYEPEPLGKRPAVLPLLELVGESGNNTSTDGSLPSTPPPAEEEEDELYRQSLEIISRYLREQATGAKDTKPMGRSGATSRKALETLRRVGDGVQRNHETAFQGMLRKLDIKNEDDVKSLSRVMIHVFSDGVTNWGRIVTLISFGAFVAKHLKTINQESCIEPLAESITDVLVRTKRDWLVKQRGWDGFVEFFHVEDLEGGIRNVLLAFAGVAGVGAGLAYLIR
Yeast superoxide – lowers age-related superoxide in aged yeast cells; S. cerevisiae aged cells, superoxide DHE fluorescence; stronger effect = lower value; superoxide response (% of plate mean), % at 10 µM; 0.18% of 330,000 active; AID 2690;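 active = superoxide response under a set limit, about three screen SD below normal, cut at about 65% in these data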;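 also: yeast aged for seven days with compound at 30 °C before DHE staining; 100% = average MFI of all compound-treated wells on the plate with controls excluded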
BCLXL inh – Bcl-xL (human) inhibition | Q07817 | GST-Bcl-xL / FITC-Bim BH3 peptide fluorescence polarization | inhibition, % at 10.9 µM | 0.7% of 320,000 active;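 active = inhibition above the mean of all tested compounds plus 3 SD, cutoff set per campaign, cut at about 30% in these data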;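 also: 0% = DMSO wells and 100% = unlabeled Bim-BH3 peptide competitor; inhibitors lower millipolarization by displacing the labeled peptide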
* = called active by the depositor; i = inactive; nt = not tested or not shown.

Values run as follows: AGP1-GFP MLPCN | GRK2 inh | VLA-4 inh | MEX-5 binding | GLD-1 TGE inh | CIT2 TOR yeast | MCL1-BIM inh | Yeast superoxide | BCLXL inh
- CCOCc1nnc(NC(=O)CCS(=O)(=O)Cc2ccccc2)s1
    96 | 1 | 6 | 0.1 | -7 | 100 | 1 | 96 | 1
- CC(C)N1CCN(Cc2ccc(Oc3ncccn3)cc2)CC1CCO (centres undefined)
    106 | 1 | -1 | -3.2 | -6 | 100 | 5 | 92 | 0
- Cc1cc(C)n2nc(C(=O)N/N=C/c3cccc(Cl)c3)nc2n1
    105 | 1 | -4 | 3.7 | 5 | 92 | 0 | 107 | -1
- C=CCn1c(N2C(=O)CC(Cc3ccccc3)C2=O)nc2ccccc21 (centres undefined)
    105 | 0 | 12 | 4.3 | 6 | 94 | 8 | 85 | 8
- Cc1ccc(S(=O)(=O)N2CCN(C(=O)CCC(=O)NC3CCCc4ccccc43)CC2)cc1 (centres undefined)
    95 | 0 | 0 | -4.1 | -3 | 101 | -3 | 114 | -1
- CCCCN1C(=N)N([C@@H](C)CN2CCC[C@H]2CN2C(N)=NC[C@H]2C(C)C)C[C@H]1[C@H](C)CC
    94 | 0 | 24 | nt | 4 | 90 | nt | 100 | nt
- CCOc1ccc(N2CC(C(=O)NCc3ccc4c(c3)OCO4)CC2=O)cc1 (centres undefined)
    108 | 0 | 5 | 0.6 | 1 | 103 | -3 | 97 | -3
- CC(NC(=O)Nc1ccc2c(c1)OCO2)c1ccncc1 (centres undefined)
    95 | 1 | 1 | 1.7 | 0 | 106 | 10 | 107 | 6
- Cc1nnc(SCC(=O)Nc2cccc(S(N)(=O)=O)c2)n1-c1ccccc1
    89 | 1 | 2 | 0.8 | 0 | 89 | -6 | 95 | 1
- O=C(NC(=S)/C(=C1\CCCCCN1)[N+](=O)[O-])c1ccccc1
    89 | 0 | -1 | nt | 3 | 79 | nt | 80 | nt
- CN(C)S(=O)(=O)c1ccc(NC(=O)N2CCN(c3ccccc3)CC2)cc1
    94 | 0 | 19 | -0.2 | -1 | 96 | -2 | 105 | -3
- Cn1c(=O)c2c(=O)cc(NNC(=O)CC#N)[nH]c2n(C)c1=O
    101 | 0 | 5 | -1.3 | 2 | 107 | 5 | 92 | -4
- Cc1cccc(CSc2nc3sc(C)c(C)c3c(=O)n2Cc2ccco2)c1
    104 | 0 | -1 | -1.1 | 5 | nt | 7 | 93 | 3
- C=CCN1C(=O)/C(=C/c2ccsc2)SC1=S
    98 | 1 | 4 | 2.2 | 4 | 101 | 1 | 107 | 2
- O=C(c1ccc2c(c1)OCO2)N1CCCc2ccccc21
    95 | 5 | 6 | -0.7 | -5 | 83 | 1 | 77 | 2

(list continues)
Values run as follows: AGP1-GFP MLPCN | GRK2 inh | VLA-4 inh | MEX-5 binding | GLD-1 TGE inh | CIT2 TOR yeast | MCL1-BIM inh | Yeast superoxide | BCLXL inh
- COc1ccc(C(CC(=O)O)NC(=O)COc2ccc(C)cc2)cc1OC (centres undefined)
    104 | 0 | 11 | -0.3 | -3 | 99 | -2 | 94 | 3
- CCOC(=O)CSc1nnc(Cn2c(=O)sc3ccccc32)n1C
    112 | 0 | 0 | -1.4 | 5 | 104 | 2 | 90 | -1
- O=C(COc1ccc([N+](=O)[O-])cc1)Nc1ccccc1C(=O)NC1CC1
    115 | 0 | -7 | -2.7 | -5 | 107 | -3 | 84 | 2
- COCCNC(=S)N(CCN(C)C)Cc1cc2cc3c(cc2[nH]c1=O)OCO3
    93 | 3 | 7 | -1.1 | 6 | 99 | 1 | 86 | -2
- CC(C)(C)c1ccc(/C=N/NC(=O)Cc2c[nH]c3ccccc23)cc1
    96 | 0 | 15 | -1.2 | 6 | 95 | 1 | 103 | 7
- CN(CC(=O)Nc1cccc(F)c1)CC(=O)Nc1cccc(S(=O)(=O)N2CCCCC2)c1
    103 | 1 | 4 | nt | -6 | 103 | -8 | 116 | -4
- CCOc1cc(-c2nnc(NC(=O)c3ccco3)o2)cc(OCC)c1OCC
    107 | 2 | 4 | 0.6 | 1 | 90 | 1 | 105 | 3
- COc1cccc(NC(=O)Cn2c(=O)n(CC3CCCO3)c(=O)c3ccccc32)c1 (centres undefined)
    97 | 0 | 12 | -0.5 | 1 | 98 | 5 | 97 | 3
- CCN(CC)S(=O)(=O)c1cc(NC(=O)C(=O)c2c(-c3ccccc3)cc3ccccn23)ccc1C
    104 | 0 | 6 | -2.4 | -1 | nt | 2 | 75 | 5
- CCc1ccc(NC(=S)Nc2cc(OC)c(NC(=O)C(C)C)cc2OC)cc1
    96 | 0 | 12 | -0.2 | -6 | 89 | 5 | 90 | 8
- CCOC(=O)C1(Cc2ccccc2C)CCCN(C(=O)CCn2nccc2C)C1 (centres undefined)
    94 | 3 | -4 | -2.0 | -3 | 93 | -7 | 89 | -2
- OCc1ccccc1OCCCN1CCC(Cc2ccccc2)CC1
    112 | 0 | 0 | -1.4 | -1 | 120 | -8 | 105 | 1
- Cc1ccc(N/N=C/c2cccnc2)cc1
    95 | 0 | -5 | -0.3 | 4 | 115 | 2 | 120 | 5
- COc1ccc(C(N)=S)cc1
    103 | 1 | 0 | -2.8 | 2 | 101 | 6 | 94 | 9
- COc1ccc(CCNC(=O)CSc2nnc(C(C)N(C)C)n2Cc2ccccc2)cc1OC (centres undefined)
    99 | 0 | -91 | nt | -2 | 108 | -6 | 94 | -9

More structures:
Values run as follows: AGP1-GFP MLPCN | GRK2 inh | VLA-4 inh | MEX-5 binding | GLD-1 TGE inh | CIT2 TOR yeast | MCL1-BIM inh | Yeast superoxide | BCLXL inh
- S=c1[nH]nc(-c2ccco2)n1/N=C/c1ccccc1
    94 | 1 | 2 | 0.7 | 0 | 88 | -19 | 96 | -23
- COC(=O)c1c(C)c[nH]c1C
    105 | 3 | -8 | 1.8 | 10 | 101 | 0 | 86 | 1
- Cc1cc(C)n(C(=O)c2ccc([N+](=O)[O-])cc2Cl)n1
    92 | 0 | -38 | -1.3 | 4 | 109 | 6 | 93 | 6
- CCc1oc(C(=O)O)cc1COC
    95 | 12 | 10 | -2.3 | 2 | 90 | 0 | 84 | 2
- O=C(c1cccc(C(F)(F)F)c1)N1CCC(O)(CS(=O)(=O)Cc2ccc(Cl)cc2)CC1
    107 | 2 | 10 | 2.8 | 2 | 109 | 5 | 107 | 4
- Cc1cccc(NS(=O)(=O)c2cccc(C(=O)N3CCN(S(=O)(=O)c4ccccc4)CC3)c2)c1
    97 | 0 | 13 | 1.6 | -1 | 98 | -4 | 84 | 0
- O=C(Nc1ccc(Cl)c(Cl)c1)c1csc(-c2ccccc2)n1
    99 | 0 | 17 | 0.8 | 0 | 97 | -3 | 106 | 4
- COc1ccccc1-c1cc(C(F)(F)F)nc(NCc2cccs2)n1
    108 | 2 | -19 | -1.4 | -1 | 109 | -1 | 93 | 4
- CCCCOc1ccc(/C=N/NC(=S)Nc2cccc(C)c2C)cc1
    106 | 0 | 4 | 0.3 | 10 | 109 | 6 | 106 | 2
- Cc1cc(=O)[nH]c(SCC(=O)OCc2ccccc2)c1C#N
    101 | 2 | 7 | 2.9 | -5 | 97 | 7 | 102 | -1
- O=C(COC(=O)/C=C/c1ccc(F)cc1)NCc1ccc2c(c1)OCO2
    100 | 2 | 6 | nt | 1 | 103 | nt | 83 | nt
- O=S(=O)(NCC(Nc1ccc(Cl)cc1)c1ccccc1)c1ccc(Cl)cc1 (centres undefined)
    96 | 2 | 9 | -0.6 | 8 | 100 | -2 | 103 | 4
- CNc1nc(C)c(C(C)=O)cc1C#N
    102 | 0 | 1 | 1.5 | 4 | 107 | -3 | 98 | -1
- O=C(O)CNC(=O)c1ccc(NS(=O)(=O)c2ccc3ccccc3c2)cc1
    102 | 1 | -2 | 3.9 | 0 | 98 | -2 | 89 | 0
- Cc1cc(NC(=O)COC(=O)[C@H](C)NC(=O)c2ccccc2)no1
    87 | 3 | 0 | -1.7 | -1 | 89 | -18 | 93 | -6

(further entries)
Values run as follows: AGP1-GFP MLPCN | GRK2 inh | VLA-4 inh | MEX-5 binding | GLD-1 TGE inh | CIT2 TOR yeast | MCL1-BIM inh | Yeast superoxide | BCLXL inh
- CC(=O)Nc1ccc(S(=O)(=O)N2CCN(C(=O)N3CCCCCC3)CC2)cc1
    98 | 0 | 1 | -0.1 | -6 | 101 | 3 | 113 | 0
- CC[n+]1c(C)n(-c2ccccc2)c2ccc(C(=O)OC)cc21
    104 | 0 | 18 | -1.2 | 2 | 97 | -20 | 94 | -11
- COc1cc(/C=C/CN2CCC(CO)(CC3CCCCO3)CC2)ccc1O (centres undefined)
    98 | 0 | 5 | -1.8 | 5 | 95 | -6 | 123 | 1
- Cc1cccc(N(Cc2ccccc2)C(=O)c2ccc(C)c(S(=O)(=O)N3CCOCC3)c2)c1
    96 | 1 | -5 | nt | 5 | 96 | -1 | 77 | 1
- O=C(CSCc1ccc(Cl)cc1)Nc1ccc(S(=O)(=O)N2CCCCCC2)cc1
    97 | 4 | 8 | 1.3 | 9 | 103 | -4 | 99 | 0
- O=c1[nH]c(=S)c2ncn(-c3ccccc3)c2[nH]1
    97 | 2 | 13 | 4.1 | 6 | 93 | 13 | 108 | 3
- Cc1nn(C)c(C)c1CN(C)C(=O)C1(C)CC1(Br)Br (centres undefined)
    109 | 3 | 19 | -2.1 | 7 | 108 | 2 | 97 | 1
- Cc1cc(/C=C2/SC(=S)N(c3cccc(C(F)(F)F)c3)C2=O)c(C)n1-c1cccnc1
    106 | 5 | i | -10 | -11 | 137 | -44 | 85 | -19
- COC(=O)CCc1c(C)nc(N)[nH]c1=O
    107 | 0 | -23 | -0.1 | -3 | 107 | 0 | 83 | 1
- Cc1cccc(C)c1NC(=O)CN1C(=O)S/C(=C\c2cccn2-c2cccc(C(=O)O)c2)C1=O
    101 | 6 | -8 | -5.7 | 6 | 101 | 0 | 96 | 10
- CCC(c1nnc(SCC(=O)Nc2c(F)cccc2F)n1Cc1ccccc1)N(C)C (centres undefined)
    100 | 2 | 18 | 2.8 | 2 | 97 | -2 | 111 | 4
- Cc1cc(=O)[nH]c(SCCCOc2ccccc2Cl)n1
    101 | 4 | 6 | nt | 7 | nt | 10 | 93 | 4
- C/C(=N\O)C(=O)NCc1ccccn1
    105 | 0 | -5 | 0.3 | 0 | 112 | 7 | 105 | 1
- O=C(c1cccs1)N1CCN(c2ccccc2)CC1
    106 | 2 | -2 | 2.0 | -4 | 96 | 6 | 109 | 4
- Cc1ccc(OCCSc2nc3ccccc3n2CC(=O)O)cc1C
    89 | 6 | 7 | 0.8 | 10 | 95 | 8 | 109 | 3

Next section.
Values run as follows: AGP1-GFP MLPCN | GRK2 inh | VLA-4 inh | MEX-5 binding | GLD-1 TGE inh | CIT2 TOR yeast | MCL1-BIM inh | Yeast superoxide | BCLXL inh
- CCN(c1ccccc1)S(=O)(=O)c1ccc(Cl)c(NC(=O)CN2CCCCCC2)c1
    104 | 2 | 1 | 1.7 | 1 | 101 | 1 | i | 4
- Nc1n[nH]c(N)c1N=Nc1cccc(F)c1
    100 | 0 | -23 | -0.5 | 4 | 108 | 10 | 106 | 6
- O=C(NN(c1ccccc1)c1ccccc1)c1ccc([N+](=O)[O-])o1
    103 | 1 | -12 | -0.3 | -6 | 93 | 4 | 111 | 4
- Cc1cc(-c2ccn[nH]2)c(C)s1
    100 | 2 | 0 | 1.1 | 2 | 96 | 6 | 82 | 5
- COc1ccc(CCNC(=O)CCNS(=O)(=O)c2cccc(Cl)c2)cc1OC
    100 | 5 | -7 | -0.2 | -4 | 104 | 9 | 59* | 0
- CC(=O)N1N=C(c2cccc(NS(C)(=O)=O)c2)CC1c1cccs1 (centres undefined)
    101 | 1 | 4 | -0.2 | 1 | 95 | 3 | 103 | 4
